SR-BI uptake up: activators of SR-BI mediated DiI-HDL uptake, primary screen, ldlA[mSR-BI] CHO cells, DiI fluorescence | activation, % at 12.5 µM | AID 504775, 2011 | hit rate 0.096% among 320,000 | 3 h; 100 = double the neutral-control signal;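 active = mean replicate activation of at least 60% and every replicate at or above 60%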;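 also: 0% = median plate neutral-control signal and 100% = twice that signal; values of inactives mirror those of a sister screen read the other way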
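Material: SR-BI-overexpressing, LDLR-lacking CHO cells | Dosing: Single compound concentration, delivered by pin transfer | Probe or stimulus: Labelled HDL, 10 µg/mL | Signal: Bottom-read cell fluorescence after medium removal, ex 550/em 595 nm | Schedule: 3 h, 37 °C | Evaluation: HDL uptake via cellular fluorescence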
Rtt109 HAT inh: inhibitors of C. albicans Rtt109/Vps75 HAT, primary screen, biochemical, ThioGlo CoA-SH fluorescence, plate reader. hit rate 0.16% among 330,000. inhibition, % at 34.9 µM. purified Rtt109/Vps75, 4 h;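 active = inhibition of at least 50% in every replicate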
PKA-R2B activ: activators of PKA-R2B holoenzyme, primary screen, biochemical, fluorescence polarization, Cy5-IP20, human; cAMP-dependent protein kinase catalytic subunit beta (Homo sapiens) + cAMP-dependent …; hit rate 0.079% among 340,000; PKA-R2B holoenzyme dissociation; R2B truncated from residue 108, S112A mutant; 0% DMSO only, 100% 113 µM cGMP; activation, % at 11.4 µM; AID 504700, 2011;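 active = activation above a cutoff set at the mean over all compounds plus 3 SD, cut at about 18% in these data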;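 also: higher means more holoenzyme dissociation and a rise in polarization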
Target sequence (P31323 whole entry, looked up, other chains not shown, the tested form may be a part): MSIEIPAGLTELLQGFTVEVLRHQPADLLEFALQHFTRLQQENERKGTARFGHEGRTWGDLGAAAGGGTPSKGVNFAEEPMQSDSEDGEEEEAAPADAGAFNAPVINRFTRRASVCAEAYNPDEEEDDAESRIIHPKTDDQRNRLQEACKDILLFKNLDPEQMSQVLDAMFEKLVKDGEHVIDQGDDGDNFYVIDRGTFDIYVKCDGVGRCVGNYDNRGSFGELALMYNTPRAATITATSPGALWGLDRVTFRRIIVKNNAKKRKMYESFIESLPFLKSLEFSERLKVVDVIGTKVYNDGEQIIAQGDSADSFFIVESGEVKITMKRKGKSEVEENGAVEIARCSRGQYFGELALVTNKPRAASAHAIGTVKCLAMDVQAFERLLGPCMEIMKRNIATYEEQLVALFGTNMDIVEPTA
CAL PDZ FP-1: untagged CAL PDZ binding inhibitors, primary screen, biochemical, fluorescence polarization, HTS; Golgi-associated PDZ and coiled-coil motif-containing protein (Homo sapiens), Q9HD26; purified CAL PDZ, TMR-peptide fluorescence polarization, 1 h; inhibition, % at 24.9 µM; hit rate 0.92% among 300,000; AID 602252, 2012;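 active = mean inhibition of at least 30% with at least half of replicates also reaching 30%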;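 also: 0% = DMSO neutral control and 100% = excess unlabeled competitor peptide PRC23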
C-LANA FP: inhibitors of KSHV C-LANA binding to DNA, primary screen, biochemical, fluorescence polarization, FAM-LBS DNA, MBP-C-LANA, single point; hit rate 0.078% among 340,000; Kaposi's sarcoma herpesvirus LANA C-terminal domain (residues 932-1162) DNA binding; inhibition, % at 9 µM;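 active = highest replicate inhibition at or above 60% at 9 µM, even if other replicates fall short; inactive = all replicates below 60% inhibition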;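 also: 0% = neutral control wells and 100% = 4 µM acridine orange control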
DAGLB inh: DAGLB lipase inhibitors, primary screen, biochemical, fluorescence, HTS. HEK293T DAGLB membrane lysate, EnzChek fluorogenic substrate. Diacylglycerol lipase-beta (Homo sapiens), Q8NCG7. inhibition, % at 5.17 µM. hit rate 0.059% among 340,000; in the data active = inhibition above about 34%;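 also: 0% = enzyme with vehicle and 100% = wells lacking enzyme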
cardiac RTF act: cardiac RTF calcium sensitivity activators, primary screen, biochemical, IANBD-TnC fluorescence, EC20 calcium; Troponin I, cardiac muscle (Homo sapiens) + Troponin T, cardiac muscle (Homo sapiens) + …; IANBD-labeled TnC RTF fluorescence at EC20 calcium; 0% EC20 calcium, 100% full calcium; activation, % at 7.2 µM; hit rate 0.24% among 340,000; AID 493008, 2010;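 active = activation above the mean over all tested compounds plus 3 SD, cut at about 30% in these data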;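 also: rise in fluorescence read as greater calcium sensitivity of cardiac thin filaments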
RTF Ca sens inh: cardiac RTF calcium sensitivity inhibitors, primary screen, biochemical, IANBD-TnC fluorescence, EC70 calcium; IANBD-labeled cardiac RTF, Ca2+ fluorescence; hit rate 0.12% among 340,000; inhibition, % at 7.15 µM;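 active = inhibition above the mean inhibition of all tested compounds plus 3 SD, cut at about 17% in these data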;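 also: assay run at fixed EC70 calcium of 1.6 mM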
CAL PDZ FP-2: CAL PDZ peptide-binding inhibitors, primary screen, biochemical, fluorescence polarization, Cer-tagged CAL PDZ, HTS | Golgi-associated PDZ and coiled-coil motif-containing protein (Homo sapiens), Q9HD26 | purified CAL PDZ, TMR-peptide fluorescence polarization, 1 h | inhibition, % at 20 µM | hit rate 0.02% among 330,000 | AID 504414, 2011;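 active = highest replicate inhibition of at least 40%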;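 also: plate controls were DMSO neutral control wells for no effect and unlabeled competitor peptide control wells for full effect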
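Material: tagged CAL PDZ protein CerCALP, purified; buffer or medium: sodium phosphate/NaCl buffer pH 7.4 with TCEP, IgG, Thesit; also added: fluorescent TMR peptide probe; schedule: 1 h incubation at room temperature before polarization reading; technique: fluorescence polarization from S- and P-plane intensities, G-factor corrected; control set: unlabelled peptide and DMSO controls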
Keap1 Nrf2 FP: Keap1-Nrf2 protein-protein interaction inhibitors, primary screen, biochemical, fluorescence polarization, single point. inhibition, % at 9.4 µM. hit rate 0.15% among 340,000. Keap1 Kelch-Nrf2 peptide fluorescence polarization, 1536-well. Kelch-like ECH-associated protein 1 (Homo sapiens), Q14145. AID 504523, 2011; in the data active = inhibition above about 12%;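 also: human Keap1 Kelch domain with fluorescein labeled Nrf2 9mer peptide probe; 0% = neutral control wells and 100% = peptide positive control; higher means more block of Keap1 binding to Nrf2 peptide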
Target sequence (Q14145 whole entry, looked up, the tested form may be a part): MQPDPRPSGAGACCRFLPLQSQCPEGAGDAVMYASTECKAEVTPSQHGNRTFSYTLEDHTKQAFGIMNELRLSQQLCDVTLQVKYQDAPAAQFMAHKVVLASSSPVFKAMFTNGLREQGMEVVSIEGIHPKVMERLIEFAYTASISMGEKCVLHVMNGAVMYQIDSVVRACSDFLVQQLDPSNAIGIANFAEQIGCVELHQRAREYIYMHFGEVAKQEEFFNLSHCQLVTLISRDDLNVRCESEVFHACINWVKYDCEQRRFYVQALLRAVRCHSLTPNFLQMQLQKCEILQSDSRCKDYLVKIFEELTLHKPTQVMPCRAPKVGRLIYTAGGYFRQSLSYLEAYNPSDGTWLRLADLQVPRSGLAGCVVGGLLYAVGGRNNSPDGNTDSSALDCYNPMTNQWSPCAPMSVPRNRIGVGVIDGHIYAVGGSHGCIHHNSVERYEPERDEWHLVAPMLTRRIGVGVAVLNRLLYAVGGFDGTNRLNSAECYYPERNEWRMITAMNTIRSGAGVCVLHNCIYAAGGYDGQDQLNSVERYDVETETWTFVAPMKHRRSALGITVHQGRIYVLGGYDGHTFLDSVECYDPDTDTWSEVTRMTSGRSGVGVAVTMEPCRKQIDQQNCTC
Numbers without * were called inactive; x = no result given; & = joins results of further samples.

SMILES	SR-BI uptake up	Rtt109 HAT inh	PKA-R2B activ	CAL PDZ FP-1	C-LANA FP	DAGLB inh	cardiac RTF act	RTF Ca sens inh	CAL PDZ FP-2	Keap1 Nrf2 FP
O=C(Nc1cccc2ccccc12)N1CC=C(c2ccccc2)CC1	13	1	3	-1	1.3	-14	0	0	0.3	0
Cc1ccc(S(=O)(=O)NC(C(=O)Oc2cc3oc(=O)cc(C)c3cc2Cl)C(C)C)cc1 (stereo unspecified)	-5&3	8&-99	-6	-3	0.4	-4	6	6	-2.4	-5
COC(=O)CN(c1nc(C)cc(OC)n1)S(=O)(=O)c1ccc(C)cc1	17	-4	-6	x	-0.7	-3	2	-4	-0.1	0
CCNS(=O)(=O)c1ccc(NC(=O)c2ccc(Cn3cc([N+](=O)[O-])cn3)o2)cc1	-22	-3	-5	-3	-0.3	-3	4	-14	-1.9	-1
CC(C)C[C@H]1CN([C@@H](CC(C)C)CN2CCC[C@@H]2CN2C(=O)C(=O)NC[C@@H]2Cc2ccccc2)C(=O)C(=O)N1CCc1ccccc1	-21	3	-15	-3	-1.6	2	-5	-5	-0.6	2
CSC(=S)N(C)C1CCS(=O)(=O)C1 (stereo unspecified)	29	5	-17	-2	-0.9	-2	5	1	-0.8	-2
CCCCNc1c(-c2ccc(SC3CCCCC3)c(OC)c2)nc2ccc(C)cn12	-60	-25	-2	-3	-1.1	-11	8	-8	-0.3	-3
COc1ccccc1OCCOCCOc1ccc(C)cc1[N+](=O)[O-]	22	1	-11	-2	-0.2	-4	3	-1	-0.7	1
CCOC(=O)N1CCN=C1SCc1ccc(Cl)c(Cl)c1	-1	3	-2	1	0.6	-3	1	-2	-1.2	-1
O=C(NCc1ccc2c(c1)OCO2)Nc1ccc(Cl)cc1	4	8	-5	-3	-0.4	-3	-5	-6	-2.9	-3
CCN1CCc2c(sc(NC(=S)NC(=O)c3ccc(Cl)cc3)c2C(N)=O)C1	-58	1	-4	1	0.8	-9	-3	-14	-0.4	-10
COc1ccc(OC)c(S(=O)(=O)Nc2cc3c4c(c2)CCC(=O)N4CCC3)c1	7	-1	4	2	-0.1	1	-1	-3	-0.2	-8
CCN(Cc1nc2ccccc2c(=O)[nH]1)C(=O)COc1ccccc1Cc1ccccc1	-6	6	-2	x	0.1	5	-9	-5	-1.0	-6
COC(=O)COc1cc(C)cc2oc(=O)c(CC(=O)OC)c(C)c12	10	-1	-4	0	0.1	-1	0	-15	-0.6	3
Cn1c(N)c(S(=O)(=O)NCc2ccc(Cl)cc2)c(=O)n(C)c1=O	12	13	-2	-6	1.9	0	5	5	-0.6	3
Cc1ccc(C(=O)N(CCc2ccccc2)Cc2ccccc2)cc1S(=O)(=O)N1CCCCC1	6	-5	3	-3	-0.1	-12	-3	-13	-1.2	2
CCOc1ccc(N(C(=O)C2CCCO2)C2C=CS(=O)(=O)C2)cc1 (stereo unspecified)	13	16	10	-2	0.2	-3	1	-1	-2.0	6
CCOC(=O)C1CCCN(CCC(=O)Nc2ccc(C)cc2)C1 (stereo unspecified)	19	8	-9	-2	0.4	-3	4	2	-0.3	4
CCNC(=O)c1ccc(OCC(=O)Nc2ccc(F)cc2)c(OC)c1	-3	-19	-3	0	-0.1	-1	0	-8	-3.2	-5
CCO[C@H]1OC(C(=O)NC2CC2)=C[C@@H](C2CCCCC2)[C@@H]1CCCO	-16	3	-5	-6	0.8	1	3	-5	0.1	-8
C=CCSc1ccccc1C(=O)Nc1ncn[nH]1	25	-2	-2	0	0.6	-1	-5	2	0.0	-4
O=C(CSc1ncccn1)N/N=C/c1cccc([N+](=O)[O-])c1	-11	-6	-4	-2	-2.8	0	0	4	-0.4	0
CCCCCCC(=O)Nc1nc(C)c(-c2csc(Nc3cc(Cl)ccc3OC)n2)s1	-97	-1	-2	-4	-1.4	7	7	-31	-4.0	-3
COc1ccc(CNC(=O)CNC(=O)c2sc3ccccc3c2Cl)cc1OC	17	2	-2	-4	-1.9	0	-9	-20	-1.4	-1
C=CCNc1oc(-c2ccc(Cl)cc2)nc1C#N	-7	5	-23	-1	-2.1	-3	15	2	-0.4	1
COc1ccc2cc3cc(C(=O)NCC4CCCO4)oc3nc2c1 (stereo unspecified)	-4	-60	-13	1	-0.2	-1	-2	-1	0.1	0
CCOC(=O)N1CCN(C(=S)Nc2cccc(C)c2)CC1	-26	-9	3	x	1.3	-7	5	-4	-0.5	-2
O=C(Nc1ccc(Br)cc1)c1cnc[nH]1	8	x	-6	-6	-1.1	-1	5	-19	-0.1	-5
Cc1nc2ccccc2c(C)c1C(=O)c1ccc(F)cc1	8	1	-5	-5	-0.1	1	3	-13	-0.8	-2
COC(=O)c1nnn(CC(=O)Nc2ccc(C)c(F)c2)c1C(=O)OC	33	x	-1	4	1.2	1	-3	4	-2.0	5
COc1cc2cc(Oc3ccc4ccc(=O)oc4c3)c(=O)oc2cc1O	17	-12	7	-1	3.3	0	-4	0	-0.3	1
CCCn1c(C(C)Nc2nc(-c3ccc(C)cc3)cs2)nc2ccccc21 (stereo unspecified)	18	-6	0	0	-2.6	-3	0	-5	-1.4	1
COc1ccc(C(=O)NNC(=O)C2CCCO2)cc1 (stereo unspecified)	x	-7	-8	-2	2.0	0	-5	-8	-1.0	1
COc1ccc2nc(SC(C(=O)c3ccccc3)c3ccccc3)nc(C)c2c1 (stereo unspecified)	-58	x	-4	2	0.2	-9	-7	3	-3.3	-6
COC(=O)CNc1nc(-c2ccncc2)nc2ccccc12	-20	-7	-2	0	-1.0	-2	-7	3	-3.5	-3
CC(=O)n1cc(CO)c2ccccc21	4	3	-8	-1	-0.3	-1	16	-2	-3.0	-5
COc1cc(Cl)ccc1OCc1cc(C(=O)N(C)CC2CCCCO2)no1 (stereo unspecified)	15	-12	-2	-2	0.1	4	1	-3	-2.4	-1
Cc1cccc(CS(=O)(=O)Cc2ccc(C(=O)O)o2)c1	-8	3	-1	75*	-1.1	1	0	3	-1.3	-3
Cc1ccc(S(=O)(=O)N2C[C@@H]3[C@H]4CC[C@H](C4)[C@@H]3[C@@H](C)[C@@H]2c2ccn([Si](C(C)C)(C(C)C)C(C)C)c2)cc1	-3	7	5	0	2.7	-3	-2	-2	-0.1	2
Cc1ccc(SCc2c(C(=O)N/N=C/c3ccoc3)nnn2-c2nonc2N)cc1	-3	8	-9	-3	-1.0	-4	4	-7	-2.3	-1
Cc1cccc(NC(=O)c2cc(Cl)ccc2[N+](=O)[O-])c1	-13	-7	-3	-3	0.8	0	-2	1	-0.7	-3
CCO/C=C/C(O)(CNC(=O)COc1ccccc1F)C(F)(F)F (stereo unspecified)	6	-15	-2	-1	-1.2	2	4	-16	-3.5	-1
Cc1cc(Cl)c(S(=O)(=O)Nc2ccc3c(c2)OCCO3)cc1OCC(N)=O	26	2	4	-2	0.5	-1	1	-2	-0.2	5
CCOC(=O)c1c(C)c(C(=O)OCC)n(C)c1C	-2	1	-12	-1	0.6	-7	-1	-11	-0.9	2
CC1CCCC(NC(=O)CN(C)S(=O)(=O)c2cccc3cccnc23)C1C (stereo unspecified)	14	-6	-6	x	-0.2	-3	-1	1	-0.5	1
Cc1nnc(NC(=O)CCSc2ccc(Cl)cc2)s1	-16	-12	2	3	2.2	0	-5	-9	-2.3	5
CC(C)Oc1ccc(C(=O)NN2C(=O)NC3(CCCCC3)C2=O)cc1	0	4	-7	x	-0.3	-5	-4	0	-1.5	3
Nc1cccc(S(=O)(=O)c2ccc(N)c(N)c2)c1	15	-3	-3	4	-0.9	0	-4	-6	-0.6	-2
O=C(Nc1cccc(S(=O)(=O)N2CCCCC2)c1)c1cnccn1	-33	3	1	3	0.4	-2	3	2	0.5	5
COc1ccc(N(C)S(=O)(=O)c2cccc(C(=O)NCc3ccc4c(c3)OCO4)c2)cc1	4	2	-9	-3	0.1	-3	0	1	-1.6	-1
O=C(CN1C(=O)S/C(=C/c2cccs2)C1=O)N1CCOCC1	21	9	-13	0	0.2	-1	-6	-32	x	-3

Part of the list above, with two lines to a compound:
Each structure is followed by: SR-BI uptake up	Rtt109 HAT inh	PKA-R2B activ	CAL PDZ FP-1	C-LANA FP	DAGLB inh	cardiac RTF act	RTF Ca sens inh	CAL PDZ FP-2	Keap1 Nrf2 FP
O=C(Nc1cccc2ccccc12)N1CC=C(c2ccccc2)CC1
    13	1	3	-1	1.3	-14	0	0	0.3	0
Cc1ccc(S(=O)(=O)NC(C(=O)Oc2cc3oc(=O)cc(C)c3cc2Cl)C(C)C)cc1 (stereo unspecified)
    -5&3	8&-99	-6	-3	0.4	-4	6	6	-2.4	-5
COC(=O)CN(c1nc(C)cc(OC)n1)S(=O)(=O)c1ccc(C)cc1
    17	-4	-6	x	-0.7	-3	2	-4	-0.1	0
CCNS(=O)(=O)c1ccc(NC(=O)c2ccc(Cn3cc([N+](=O)[O-])cn3)o2)cc1
    -22	-3	-5	-3	-0.3	-3	4	-14	-1.9	-1
CC(C)C[C@H]1CN([C@@H](CC(C)C)CN2CCC[C@@H]2CN2C(=O)C(=O)NC[C@@H]2Cc2ccccc2)C(=O)C(=O)N1CCc1ccccc1
    -21	3	-15	-3	-1.6	2	-5	-5	-0.6	2
CSC(=S)N(C)C1CCS(=O)(=O)C1 (stereo unspecified)
    29	5	-17	-2	-0.9	-2	5	1	-0.8	-2
CCCCNc1c(-c2ccc(SC3CCCCC3)c(OC)c2)nc2ccc(C)cn12
    -60	-25	-2	-3	-1.1	-11	8	-8	-0.3	-3
COc1ccccc1OCCOCCOc1ccc(C)cc1[N+](=O)[O-]
    22	1	-11	-2	-0.2	-4	3	-1	-0.7	1
CCOC(=O)N1CCN=C1SCc1ccc(Cl)c(Cl)c1
    -1	3	-2	1	0.6	-3	1	-2	-1.2	-1
